# High-throughput results deposited in PubChem by Southern Research Specialized Biocontainment Screening Center.
# PhoP GFP inhibition = PhoP regulon inhibitors, Salmonella typhi PhoP promoter GFP reporter, confirmatory (AID 1850); Salmonella Typhi PhoP-promoter GFP reporter, fluorescence, 4 h; higher % means a stronger effect; one-dose inhibition, % at 50 µM; IC50 in µM for titrated hits; 0.33% of 310,000 active; in the data active means a potency from the dose series; inconclusive means inhibition mostly from about 25% at the one dose, without a potency; inactive means the rest, 99 in 100 with inhibition below about 19%;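 further: 0% = induced wells with vehicle and 100% = uninduced wells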
# influenza NS1A = H1N1 influenza NS1A inhibitors, functional cell based assay (AID 504329) | 0.3% of 340,000 active | NS1A functional cell-based assay, percent inhibition; higher % means a stronger effect | one-dose inhibition, % at 12.5 µM; IC50 in µM for titrated hits; in the data active means a potency from the dose series; inconclusive means inhibition above about 27% without an active follow-up result; further: strong numbers were not always called active
# tuberculosis growth = growth inhibition of non-replicating M. tuberculosis (AID 488890) | Mycobacterium tuberculosis non-replicating, growth inhibition; higher % means a stronger effect | inhibition, % at 25 µM; hits with a dose series show IC50 in µM | 0.39% of 320,000 active; in the data active means a potency from the dose series; inconclusive means inhibition mostly from about 82% at the one dose, without a potency; inactive means the rest, 99 in 100 with inhibition below about 76%;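 further: plate controls were DMSO cells for no effect and high antibiotic wells for full effect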
# H37Rv inhibition = M. tuberculosis growth inhibition, HTS (AID 449762); M. tuberculosis H37Rv growth inhibition, 7H9 media; higher % means a stronger effect; 0.59% of 330,000 active; inhibition, % at 25 µM, or IC50 in µM where a hit was titrated; in the data active means a potency from the dose series; inconclusive means inhibition above about 70% without an active follow-up result;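 further: bacterial growth assessed after seven days of incubation; strong numbers were not always called active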
# VEEV TC-83 Vero = inhibitors of VEEV TC-83 cytopathic effect, confirmation, Vero cells (AID 588727); Vero cells, VEEV TC-83 cytopathic effect inhibition; higher % means a stronger effect; 0.13% of 350,000 active; inhibition, % at 20 µM; hits with a dose series show IC50 in µM; in the data active means a potency from the dose series; inconclusive means inhibition mostly from about 14% at the one dose, without a potency; inactive means the rest, 99 in 100 with inhibition below about 12%; further: strong numbers were not always called active
# VEEV TC-83 Vero 10K pilot screen = also measured in VEEV TC-83 Vero; calls as there; inhibition, %; measured here: 10K pilot screen inhibition
# Active calls of the source: *; i = inactive; ? = inconclusive; nt = not tested or not shown.
SMILES,PhoP GFP inhibition,influenza NS1A,tuberculosis growth,H37Rv inhibition,VEEV TC-83 Vero,others
CN(C)CCNc1nc2sc3c(c2c(=O)n1Cc1ccccc1)CCCCC3,nt,13%,nt,nt,i,
COCCN1C(=O)C(=O)/C(=C(/O)c2ccc(OC(C)C)cc2)C1c1cccnc1 (stereo not given),8%,2%,-19%,-7%,0.4%,
Cc1ccc(S(=O)(=O)Cc2ccc(C(=O)N3CCN(c4cccc(C)c4C)CC3)o2)cc1,8%,-61%,26%,6%,13%,
CCN(C[C@H]1N[C@@](Cc2ccccc2)(C(=O)OC)[C@H]2C(=O)N(Cc3ccccc3)C(=O)[C@@H]12)S(=O)(=O)c1ccccc1,nt,-12%,21%,-3%,3.8%,
Cc1ccc2nc(SCC(=O)NC3CCCC3)nc(=O)n2c1,1%,-17%,-9%,-9%,0.8%,
O=C(COc1ccccc1)Nc1nnc(S(=O)(=O)Nc2ccccc2)s1,-5%,8%,19%,2%,0.8%,
CCc1ccc(N2C(=O)CN(Cc3ccccc3)C2=S)cc1,-9%,-4%,-3%,-2%,2.3%,
Cc1c(C(=O)OCC(=O)Nc2ccc(S(N)(=O)=O)cc2)oc2c1ccc1ccccc12,17%,-11%,-18%,-2%,8.5%,
COc1cccc(NC(=S)NNC(=O)CCn2cc([N+](=O)[O-])cn2)c1,7%,nt,-12%,-1%,2.7%,
CCc1nc2sc3c(c2c(=O)o1)CCCC3,-6%,-4%,14%,-2%,0.6%,
COc1ccccc1NC(=O)CCC(=O)Nc1ccccc1OC,0%,3%,-11%,3%,6.5%,
CCOC(=O)CCCCCC(=O)Nc1ccc2c(c1)CC(=O)N([C@@H](C)CO)C[C@H](C)[C@@H](CN(C)Cc1ccccc1)O2,nt,-4%,18%,-3%,1.7%,
CCc1cccc(C)c1NC(=O)C1CCCN(S(C)(=O)=O)C1 (stereo not given),-7%,-2%,-8%,1%,0.6%,
O=C(NC1CC2CCCC(C1)N2C(=S)Nc1ccccc1Cl)C1CC1 (stereo not given),13%,4%,-9%,-4%,i,
COc1ccc(/C=C/C(=O)NCC(=O)N/N=C/c2cc(Br)ccc2OC)cc1,-9%,-4%,13%,-8%,0.7%,
COc1ccc(CN2CC(=O)N(c3ccc(C)cc3C)C2=S)cc1OC,-1%,-3%,11%,-6%,7.1%,
CC(C)(C)c1csc(N/N=C/c2ccc(O)cc2)n1,-2%,-16%,10%,?,3.7%,
N#Cc1ccc(C(=O)CN2CCN(c3ccccc3)CC2)cc1,7%,-8%,nt,0%,0.9%,
C=CCN1CCN(C(=O)c2ccc3c(c2)OCO3)CC1,-5%,-9%,-8%,-9%,1.5%,
CC(=O)Nc1nc(C2CC2)cc(-c2ccccc2)c1C#N,7%,-5%,-11%,-8%,3.0%,
CC(C)Sc1snnc1-c1ccccc1,16%,-19%,-22%,-3%,0.4%,
CC(C)c1nc2oc3c(NCc4ccccn4)ncnc3c2c2c1COC(C)(C)C2,-1%,0%,2%,0%,4.5%,
O=C(NCC(c1ccco1)N1CCCCC1)c1ccc([N+](=O)[O-])s1 (stereo not given),nt,nt,64%,5%,nt,
Cc1cccc(N2CCN(C(c3ccccc3)c3nnnn3C(C)(C)C)CC2)c1C (stereo not given),-8%,-1%,43%,5%,0.5%,
Cc1c(C#N)c(O)[nH]c(=O)c1N=Nc1ccc(Br)cc1C(=O)O,-10%,3%,21%,-1%,1.1%,

# Further records:
SMILES,PhoP GFP inhibition,influenza NS1A,tuberculosis growth,H37Rv inhibition,VEEV TC-83 Vero,others
CCC(=O)N(CCC1(c2ccccc2OC)CCOC(C(C)C)C1)Cc1ccco1 (stereo not given),3%,-16%,14%,5%,1.0%,
COc1ccc(S(=O)(=O)N2CCN(C(=O)CN3C(=O)NC(C)(C)C3=O)CC2)cc1,nt,1%,1%,-8%,2.0%,
CCCSc1nnc(Cn2c(=O)sc3ccccc32)n1-c1ccccc1,2%,-4%,7%,-1%,1.3%,
Cc1cc(/N=C/C=C2\N(C)c3ccccc3C2(C)C)n(CCC#N)n1,13%,2%,12%,-6%,i,
O=C(COc1ccc(S(=O)(=O)N2CCCC2)cc1Cl)N1CCN(c2ccccc2)CC1,9%,11%,24%,0%,2.4%,
CC(=O)c1ccc(N2CCN(S(=O)(=O)c3ccc4c(c3)CC(=O)N4)CC2)cc1,0%,1%,20%,-1%,3.5%,
C=CCNC(=O)c1onc(CSc2cccc(OCC)c2)c1C(=O)O,0%,-6%,-22%,-4%,0.5%,VEEV TC-83 Vero 10K pilot screen=0.9
CSc1nc(N)nc(SCC(=O)Nc2ccc(Cl)cc2)c1C#N,-6%,-23%,15%,16%,4.3%,
Cc1ccc(S(=O)(=O)N(C)c2ccc(C(=O)NCC(c3cccs3)N3CCOCC3)cc2)cc1 (stereo not given),-4%,7%,-10%,-14%,1.7%,
O=C1NCCc2c1[nH]c1ccc([N+](=O)[O-])cc21,12%,-9%,1%,-1%,0.7%,
NC(=O)CC1Nc2cccc3cccc(c23)NC1=O (stereo not given),12%,0%,-11%,3%,1.9%,
Cc1cccc(N(CC(=O)N2CCOCC2)S(C)(=O)=O)c1C,-8%,-9%,-12%,-7%,i,
COc1ccc(-c2nnc(SCc3nnc(-c4ccccc4)o3)n2C)cc1OC,5%,1%,-2%,-13%,2.3%,
COC(C[C@@H](O)CC(=O)[C@@H](C)OCc1ccccc1)OC,nt,8%,nt,nt,0.2%,
O=C1CSc2ccccc2N1Cc1ccc(F)cc1,1%,-3%,23%,-1%,i,
CCCN(CCC)C(=O)COc1cc(=O)n(CC)c2ccccc12,9%,-8%,-38%,-9%,1.4%,
CSc1cc(-c2ccc(Cl)cc2)c(C(=O)NC(C)C)s1,20%,10%,-10%,-2%,0.4%,
COC(=O)CC1(C(=O)OC)Oc2ccc(Br)cc2C(=O)N1c1cc(Cl)cc(Cl)c1 (stereo not given),12%,-6%,-2%,4%,6.5%,
NC(=O)c1cccnc1OCC(F)(F)F,12%,-13%,-6%,-17%,0.2%,
Cn1c(Cc2cccs2)nnc1SCC(=O)Nc1ccc(C(N)=O)cc1,-6%,1%,-4%,-5%,3.8%,
O=C(c1ccccc1F)N(Cc1ccccc1)C1CCS(=O)(=O)C1 (stereo not given),-4%,0%,4%,12%,0.6%,
Cc1ccccc1C(=O)Nc1ccnn1C1CCN(Cc2cccnc2)CC1,-9%,-9%,-12%,-4%,1.9%,
COC(=O)CSc1nnc(CNC(=O)c2ccc(OC)c(OC)c2)n1C,5%,7%,2%,-14%,1.6%,
CCC(C)(C)NC(=O)Cn1c(-c2ccc(C)cc2)noc1=O,-2%,11%,0%,-4%,0.4%,
COc1ccc(-n2c(O)c(C(C)=NCCCn3ccnc3)c(=O)[nH]c2=O)cc1,-2%,-3%,-9%,-7%,i,

# (continued)
SMILES,PhoP GFP inhibition,influenza NS1A,tuberculosis growth,H37Rv inhibition,VEEV TC-83 Vero,others
Cc1cc(OCc2cc3c(cc2Cl)OCO3)c2c(C)cc(=O)oc2c1,-2%,1%,4%,0%,2.2%,
COc1ccccc1-n1c(CNCC2CCCO2)nc2ccccc2c1=O (stereo not given),-10%,14%,-12%,-2%,1.4%,
CSc1ncccc1C(=O)OCC(=O)NC(=O)NCCC(C)C,-8%,1%,2%,12%,2.5%,
Cc1cccc(Cn2c(C(=O)OC(C)C)cc3c2ccn3C)c1,12%,7%,14%,0%,2.1%,
COc1ccc(-c2cc(C(=O)Nc3ccccc3SC)no2)cc1,-3%,-4%,24%,-2%,2.2%,
Cc1cccc(Cn2cnc3c(N)c(C)c(C)cc32)c1,3%,2%,14%,14%,1.6%,
O=[N+]([O-])c1cc(-c2nnc(Nc3ccccc3)c3ccccc23)ccc1N1CCOCC1,-16%,12%,51%,7%,9.4%,
CCCc1[nH]n(-c2ccc(F)cc2)c(=O)c1C=Nc1cccc(F)c1,-4%,-2%,9%,5%,2.0%,
O=C(c1cccs1)c1c[nH]cc1-c1ccccc1,14%,nt,10%,21%,i,
CCOc1cc2[nH]c(=O)n(CCCC(=O)NCc3ccc(OC)cc3)c(=O)c2cc1OCC,5%,-2%,-13%,9%,2.1%,
CCc1noc(C)c1C(=O)OCC(=O)NC(=O)c1ccccc1OC,-19%,2%,-14%,-7%,2.5%,
CCc1ccc(NC(=O)Cn2nc(C(=O)O)c3ccccc3c2=O)cc1,16%,7%,-17%,-1%,i,
Cc1ccc(-c2cc(C(=O)Nc3ccccc3C(N)=O)c3ccccc3n2)o1,-6%,nt,67%,?,9.9%,
COc1cccc(NC(=O)C(OC(=O)/C=C/c2ccc3c(c2)OCO3)c2ccccc2)c1 (stereo not given),-4%,2%,20%,2%,2.5%,
CC1Cc2ccccc2N1C(=O)COC(=O)Cc1ccc(F)cc1 (stereo not given),3%,-5%,52%,?,0.7%,
O=C(CSc1nc2ccccc2s1)NCCOc1ccc(Cl)cc1,-5%,-6%,70%,0%,i,
O=C1OC(CCl)CN1Cc1c(Cl)cccc1Cl (stereo not given),11%,1%,-11%,-12%,1.9%,
O=C(Nc1cccc(C(F)(F)F)c1)c1cc(-c2ccc(F)cc2)on1,-12%,2%,-1%,6%,3.0%,
CC(C)CCC(=O)N1CCOC1=O,-7%,7%,2%,2%,0.7%,VEEV TC-83 Vero 10K pilot screen=0.6
O=C(Nc1cc(S(=O)(=O)N2CCOCC2)ccc1O)c1ccc(NS(=O)(=O)c2ccc(Cl)s2)cc1,1%,15%,-7%,-2%,2.3%,
CC1CN(C(NC(=O)C(C)(C)C)C(Cl)(Cl)Cl)CC(C)O1 (stereo not given),-1%,-4%,0%,3%,0.5%,
Cc1ccc(N2C(=O)c3ccc(C(=O)N4CCOCC4)cc3C2=O)cc1C,-2%,-6%,1%,36%,i,
CC(C)(C)C1CCC(OC(=O)CN2CCCCC2)CC1 (stereo not given),6%,4%,-3%,-2%,1.6%,
COc1ccc(CN2CCSCC2)c(C)c1C,-4%,5%,10%,0%,0.5%,
COC(=O)c1c(NC(=O)CN2CCCC(C)C2)c2c(C)cccc2n1C (stereo not given),16%,-8%,7%,-3%,5.7%,

# 3 entries picked at random from those above, as already listed:
SMILES,PhoP GFP inhibition,influenza NS1A,tuberculosis growth,H37Rv inhibition,VEEV TC-83 Vero,others
Cc1cccc(Cn2c(C(=O)OC(C)C)cc3c2ccn3C)c1,12%,7%,14%,0%,2.1%,
O=C(CSc1nc2ccccc2s1)NCCOc1ccc(Cl)cc1,-5%,-6%,70%,0%,i,
O=C(c1cccs1)c1c[nH]cc1-c1ccccc1,14%,nt,10%,21%,i,

# Compounds above containing a COOH group (3):
SMILES,PhoP GFP inhibition,influenza NS1A,tuberculosis growth,H37Rv inhibition,VEEV TC-83 Vero,others
Cc1c(C#N)c(O)[nH]c(=O)c1N=Nc1ccc(Br)cc1C(=O)O,-10%,3%,21%,-1%,1.1%,
C=CCNC(=O)c1onc(CSc2cccc(OCC)c2)c1C(=O)O,0%,-6%,-22%,-4%,0.5%,VEEV TC-83 Vero 10K pilot screen=0.9
CCc1ccc(NC(=O)Cn2nc(C(=O)O)c3ccccc3c2=O)cc1,16%,7%,-17%,-1%,i,

# Continued:
SMILES,PhoP GFP inhibition,influenza NS1A,tuberculosis growth,H37Rv inhibition,VEEV TC-83 Vero,others
CCc1ccccc1C1=CC(=O)C[C@H](c2ccc(OC)cc2)C1,nt,-5%,26%,5%,0.2%,
Cc1cc([N+](=O)[O-])cnc1NC(C)c1ccccc1 (stereo not given),-5%,10%,16%,3%,4.8%,
CC1=CC(C)(C)N(C)C(=O)N1c1ccc(Cl)cc1,5%,1%,3%,3%,i,
Cc1cc(Cl)ccc1OCC(=O)OC(C)C(=O)N(C)C (stereo not given),-7%,1%,33%,-1%,1.3%,
Cc1ccn(CCC(=O)Nc2ccc3c(c2)OCO3)n1,0%,2%,-1%,0%,2.0%,
Cc1cccc(NC(=O)CN(CC2CCCO2)C(=O)c2cc(S(=O)(=O)N(C)C)ccc2F)c1C (stereo not given),nt,-19%,12%,-4%,i,
O=C(COc1ccc(Br)cc1)c1ccc2c(c1)CCCC2,-20%,9%,34%,3%,1.8%,
COCc1ccc(C(=O)N(C)CC2CCCN(CCc3ccc(OC)cc3)C2)o1 (stereo not given),13%,6%,8%,-1%,1.0%,
Cc1cccc(NC(=O)c2cc(N3CCOCC3)nc3ccccc23)c1,-6%,-22%,7%,3%,7.5%,
COc1cc(C)c(CN2CCN(C(C)C(=O)NC(C)c3ccccc3)CC2)cc1OC (stereo not given),-10%,-4%,11%,5%,i,
COc1ccc2cc(-c3ccccc3)ncc2c1,-1%,-3%,38%,2%,0.6%,
CS(=O)(=O)N(CC(=O)NCc1ccccn1)Cc1ccc(Cl)cc1,3%,-10%,-6%,-6%,1.4%,
